Screening results deposited in PubChem BioAssay by several laboratories.
Arr AP2 block: inhibitors of beta-arrestin/AP2 binding, primary screen, biochemical, GPCR trafficking, flow cytometry; beta-arrestin 1 C-terminal peptide binding to AP2 beta2-adaptin appendage (human); FITC-arrestin peptide / GST-AP2 beads; AP2 beta2 appendage carries R879A mutation; inhibition, % at 10 µM; 0.31% of 340,000 active;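 active means inhibition above a set limit, near 3 SD of compounds lacking own fluorescence, cut at about 54% in these data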;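 further: plate controls were DMSO wells for no effect and 5 µM unlabelled arrestin peptide for full effect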
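Material – GST-tagged AP2 beta2-adaptin appendage (R879A) on 4 µm glutathione beads · Probe or stimulus – fluorescein-tagged arrestin peptide at 50 nM final · Timing – 12 min plus 1 h, RT · Detection – bead flow cytometry, FITC channel · Read-out basis – inhibition as reduced fluorescein signal on beads, percent · Medium – PBS plus Tween 20 (0.05%) and BSA (0.1%)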
DSG3 Ab inh: inhibitors of pemphigus antibody binding to DSG3, primary screen, biochemical, bead-based, flow cytometry, scFv-GFP. AID 588358, 2011. binding (percent of control), % at 10 µM. DSG3-coupled beads, scFv-anti-DSG3-GFP binding; hits give low values. Desmoglein-3 (Homo sapiens), P32926. 0.48% of 310,000 active;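 active means binding more than 3 SD below its plate's average and above zero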;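 further: hits lower antibody fragment binding to DSG3; some compounds called inactive have numbers as strong as hits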
Target sequence (P32926 whole entry, looked up, the tested form may be a part): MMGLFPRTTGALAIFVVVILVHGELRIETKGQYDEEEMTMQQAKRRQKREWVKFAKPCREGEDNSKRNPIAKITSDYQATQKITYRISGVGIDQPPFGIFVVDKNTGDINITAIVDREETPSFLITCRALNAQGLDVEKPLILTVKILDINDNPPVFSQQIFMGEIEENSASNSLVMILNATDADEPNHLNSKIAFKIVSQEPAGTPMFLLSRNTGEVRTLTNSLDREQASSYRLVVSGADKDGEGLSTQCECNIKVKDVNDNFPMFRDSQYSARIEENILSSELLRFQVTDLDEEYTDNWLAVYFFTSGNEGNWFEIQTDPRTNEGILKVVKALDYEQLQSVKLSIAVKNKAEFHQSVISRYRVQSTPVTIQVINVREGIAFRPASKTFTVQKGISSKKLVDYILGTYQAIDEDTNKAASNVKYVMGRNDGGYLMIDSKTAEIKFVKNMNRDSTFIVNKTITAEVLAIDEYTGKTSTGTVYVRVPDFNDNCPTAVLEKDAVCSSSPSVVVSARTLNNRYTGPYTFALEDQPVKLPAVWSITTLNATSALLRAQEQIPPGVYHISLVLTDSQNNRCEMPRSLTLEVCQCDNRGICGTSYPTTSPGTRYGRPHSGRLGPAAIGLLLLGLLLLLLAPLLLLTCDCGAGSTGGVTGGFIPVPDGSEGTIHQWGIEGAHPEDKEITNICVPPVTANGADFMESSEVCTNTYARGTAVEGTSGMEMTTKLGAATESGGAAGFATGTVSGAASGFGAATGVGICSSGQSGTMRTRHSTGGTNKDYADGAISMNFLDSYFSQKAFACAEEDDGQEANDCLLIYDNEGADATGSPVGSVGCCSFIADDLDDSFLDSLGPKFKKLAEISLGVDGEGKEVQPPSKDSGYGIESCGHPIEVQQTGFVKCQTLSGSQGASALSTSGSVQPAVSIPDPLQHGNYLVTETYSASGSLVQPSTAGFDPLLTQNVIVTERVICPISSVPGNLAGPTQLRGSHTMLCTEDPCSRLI
Keap1 Nrf2 FP: Keap1-Nrf2 protein-protein interaction inhibitors, primary screen, biochemical, fluorescence polarization, single point; Kelch-like ECH-associated protein 1 (Homo sapiens), Q14145; Keap1 Kelch-Nrf2 peptide fluorescence polarization, 1536-well; inhibition, % at 9.4 µM; 0.15% of 340,000 active; AID 504523, 2011; in the data active means inhibition above about 12%;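 further: human Keap1 Kelch domain with fluorescein labeled Nrf2 9mer peptide probe; 0% = neutral control wells and 100% = peptide positive control; higher means more block of Keap1 binding to Nrf2 peptide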
V-ATPase pH: regulators of yeast V-ATPase proton pumping, primary screen, pHLuorin cytosolic pH fluorescence. AID 504577, 2011. 0.37% of 350,000 active. S. cerevisiae. response, % at 10 µM; in the data active means response mostly above about 7.3%, no sharp cut-off; inactive means mostly below about 5.4%; further: actives read high; inactives centre near 0; some compounds called inactive have numbers as strong as hits; reference of the scale not given here
OPRM1-OPRD1 ag: agonists of OPRM1-OPRD1 heterodimerization, primary screen, cell-based, luminescence. Mu-type opioid receptor (Homo sapiens) + Delta-type opioid receptor (Homo sapiens), …. cells. activation, % at 9.3 µM. 0.3% of 340,000 active; in the data active means activation above about 18%;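 further: 0% = vehicle-treated cells and 100% = reference agonist; values of inactives mirror those of a sister screen read the other way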
Wnt act: Wnt/beta-catenin pathway activators, primary screen, cell-based, plate reader, single point; Wnt/beta-catenin reporter cell assay, activator; activation, % at 9.35 µM; 1.2% of 300,000 active; AID 743398, 2014; in the data active means activation above about 30%, passing the limit was not always enough;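 further: 0% = neutral control wells and 100% = positive control wells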
cardiac RTF act: cardiac RTF calcium sensitivity activators, primary screen, biochemical, IANBD-TnC fluorescence, EC20 calcium | IANBD-labeled TnC RTF fluorescence at EC20 calcium; 0% EC20 calcium, 100% full calcium | Troponin I, cardiac muscle (Homo sapiens) + Troponin T, cardiac muscle (Homo sapiens) + … | activation, % at 7.2 µM | 0.24% of 340,000 active;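 active means activation above the mean over all tested compounds plus 3 SD, cut at about 30% in these data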;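 further: rise in fluorescence read as greater calcium sensitivity of cardiac thin filaments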
RTF Ca sens inh: cardiac RTF calcium sensitivity inhibitors, primary screen, biochemical, IANBD-TnC fluorescence, EC70 calcium. IANBD-labeled cardiac RTF, Ca2+ fluorescence. inhibition, % at 7.15 µM. 0.12% of 340,000 active. AID 493244, 2011;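 active means inhibition above the mean inhibition of all tested compounds plus 3 SD, cut at about 17% in these data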;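 further: assay run at fixed EC70 calcium of 1.6 mM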
MOR-DOR inv ag: inverse agonists of MOR-DOR heterodimerization, primary screen, cell-based, luminescence; cell-based MOR-DOR heterodimer luminescence, inverse agonism; Mu-type opioid receptor (Homo sapiens) + Delta-type opioid receptor (Homo sapiens), …; AID 504357, 2011; inhibition, % at 9.3 µM; 0.21% of 340,000 active; in the data active means inhibition above about 22%, passing the limit was not always enough;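 further: 0% = cells with DMSO and 100% = wells without cells with DMSO; values of inactives mirror those of a sister screen read the other way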
C-LANA FP: inhibitors of KSHV C-LANA binding to DNA, primary screen, biochemical, fluorescence polarization, FAM-LBS DNA, MBP-C-LANA, single point. inhibition, % at 9 µM. Kaposi's sarcoma herpesvirus LANA C-terminal domain (residues 932-1162) DNA binding. 0.078% of 340,000 active;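 active means highest replicate inhibition at or above 60% at 9 µM, even if other replicates fall short; inactive means all replicates below 60% inhibition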;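 further: 0% = neutral control wells and 100% = 4 µM acridine orange control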
* marks the source's active call; other numbers are inactive results; i = inactive; x = no result given; & = joins results of further samples.

SMILES	Arr AP2 block	DSG3 Ab inh	Keap1 Nrf2 FP	V-ATPase pH	OPRM1-OPRD1 ag	Wnt act	cardiac RTF act	RTF Ca sens inh	MOR-DOR inv ag	C-LANA FP
Cn1nccc1NC(=O)Nc1ccc(Cl)cc1	12	x	-3	-1	-0.3	3	3	-1	1	-0.6
CC(=O)OC1CCC2(C)C3CCC4(C)C(C(C)=O)CCC4C3CC3OC32C1 (stereo not drawn)	9	92	4	1	-2.9	-2	-2	-4	15	-1.3
COc1ccc(NS(=O)(=O)c2cc(NC(=O)C3=NN(c4ccccc4)C(=O)CC3)ccc2OC)cc1	49	99	11	-1	-0.7	-1	2	-10	3	0.9
COC(=O)c1cc(-c2c[nH]c3ccccc23)n[nH]1	25	101	1	0	-1.7	-1	-10	0	7	-1.0
O=C(NCCc1ccccc1)c1oc2ccccc2c1COc1ccccc1	-3	101	-6	-2	4.3	-13	-7	-6	-27	-0.6
CC1(C)CC(=O)C=C(Nc2cccc(C(F)(F)F)c2)C1	12	104	x	4	x	1	x	x	x	x
CN(C)CCCNS(=O)(=O)c1ccc(Cl)s1	-7	98	0	0	-2.0	-2	-3	6	9	-1.1
CCOc1ccc(-n2cc(C(=O)NCCOC)c3cc(OC)c(OC)cc3c2=O)cc1	-16	108	-2	6	-3.1	5	4	4	15	-4.7
Cc1cccc(C(=O)NNS(=O)(=O)c2ccc(F)cc2)c1O	0	111	4	1	1.3	0	0	-6	-7	0.1
Cc1cccc(NC(=O)CN2C(=O)N/C(=C\c3cccn3-c3cccc(C(=O)O)c3)C2=O)c1	34	103	4	-1	-0.6	1	1	-6	3	0.8
CCOC(=O)c1ccc(NC(=S)NC(=O)c2nn(CC)cc2Br)cc1	-1	117	0	0	-2.6	0	4	9	14	0.1
Cc1c(C(=O)Nc2ccccc2)sc2nc3n(c(=O)c12)CCCCC3	7	110	-4	4	-2.0	29	-4	-3	11	-1.7
CC1=C(C(=O)OC(C)C)[C@@H](c2ccc(C)o2)NC(=O)N1	-8	106	-2	4	-1.5	x	-2	5	10	0.4
O=C(Nc1cccc(Cl)c1)C1CCCN(S(=O)(=O)c2ccc(F)cc2)C1 (stereo not drawn)	3	98	-4	4	6.4	x	-1	-3	-35	-0.9
Cc1cc(OCC(=O)Nc2ccncc2)cc(C)c1Br	-1	107	-5	2	4.0	-8	-1	2	-24	0.5
CC(C)c1ccc(C2CC(=O)N3CN(C)CSC3=C2C#N)cc1 (stereo not drawn)	14	95	2	2	0.6	x	10	-9	-3	-3.0
CCOc1ccc(OCC)c(NC(=O)c2ccc(CNc3c(N4CCOCC4)c(=O)c3=O)cc2)c1	1	110	-9	1	1.7	x	2	-12	-8	-1.3
c1ccc(CSc2nncn2-c2ccccn2)cc1	5	95	5	-2	-2.3	0	-1	-5	12	0.4
Cc1c(N(C)S(=O)(=O)c2ccc(Cl)c(C(=O)NCC3CCCO3)c2)c(=O)n(-c2ccccc2)n1C (stereo not drawn)	0	110	0	0	0.0	-4	0	-6	0	-0.3
FC(F)(F)c1cnc(Oc2ccccc2-c2nnc(-c3ccc(Cl)cc3)o2)c(Cl)c1	-126	106	2	1	1.2	x	-5	-5	-7	-1.5
CCOC(=O)NC(=S)Nc1c(C)n(C)n(-c2ccccc2)c1=O	-6	108	-2	-2	-0.6	-1	4	-6	3	0.6
COc1ccccc1C(=O)N1CCN(Cc2nc(CC3CC3)no2)CC1	0	104	-3	-1	0.1	-2	6	-8	-1	-0.1
CCN1C(=O)C2(C(C(=O)c3ccc(C)o3)=C(O)C(=O)N2CCCN(C)C)c2ccccc21 (stereo not drawn)	-11	105	x	1	x	0	x	x	x	x
Brc1ccc(C2=CC(c3cccs3)n3ncnc3N2)cc1 (stereo not drawn)	9	101	55*	1	0.8	-4	707*	i	-5	101*
CC(=O)c1ccc(NC(=O)CNc2cc(S(=O)(=O)N3CCOCC3)ccc2N2CCCC2)cc1	9	106	1	3	-1.1	9	-14	-11	7	-0.7
O=C(CSc1nc(-c2ccccc2)nc2ccc(F)cc12)Nc1ccc(C(=O)O)cc1	3	95	-3	3	-2.7	-1	5	-15	13	-1.5
O=C(NCc1cccc(Cl)c1)c1ccc2nc[nH]c2c1	11	106	-3	-1	0.2	20	12	-2	-1	-2.7
Cc1c(NC(=O)C2CC=CCC2C(=O)O)c(=O)n(-c2ccccc2)n1C (stereo not drawn)	15	99	6	1	-0.2	x	0	-18	1	2.7
Cc1cccc(Nc2ccc([N+](=O)[O-])cn2)c1	22	96	-1	-4	-1.1	4	-4	-7	5	-0.6
CCOc1ccc(N(CC(=O)OC)S(=O)(=O)c2c(C)noc2C)cc1	-2	x	-3	0	-1.5	0	3	-2	8	1.0
CCN(CC)S(=O)(=O)c1ccc(C(C)NC(=O)C2CCCN2C(=O)c2cccs2)cc1 (stereo not drawn)	-17	103	-3	-5	-1.8	-2	-5	-1	7	-0.2
NNC(=O)c1sccc1OCc1ccc(Cl)cc1	-4	100	-6	-3	-2.5	1	1	0	14	-1.0
Cc1c(NC(=O)c2ccco2)c(=O)n(-c2ccccc2)n1C	-24	111	-1	-3	-3.4	2	-2	4	16	0.9
O=C(NCc1nnc(SCC(=O)N2CCC(Cc3ccccc3)CC2)o1)c1ccco1	0	x	0	-5	-1.7	1	5	-4	8	6.9
CCN1C(=O)/C(=C2/Sc3ccccc3N2CCCS(=O)(=O)O)SC1=S	-2&28	99	-1&1	2&0	-3.1&-3.1	1	-2&0	-7&-11	13&16	-0.5&0.7
CCOc1ccc(C2C3=C(CCCC3=O)Nc3nc(C(F)(F)F)nn32)cc1OC (stereo not drawn)	6	109	-2	4	-0.2	-2	-5	7	1	-1.0
N#CC1=C(N)Oc2cc(O)ccc2C1c1ccccc1 (stereo not drawn)	5	99	-7	1	-2.6	-1	4	-3	14	2.4
O=C(CSc1nnc2ccccn12)NC(=O)c1ccccc1Cl	-7	97	-4	2	0.2	4	-1	-9	-1	2.6
CCn1c(O)c(/C=C2\C=NN=C2c2ccccc2)sc1=S	-4	x	-7	1	2.2	-1	-5	-3	-11	0.6
CC(=O)c1ccc(NC(=O)CCCCCn2nnc3ccccc3c2=O)cc1	3	98	0	-3	-1.2	-2	-1	-8	5	-0.2
CC(=O)Nc1ccc(N=NN2CCOCC2)cc1	8	106	-1	2	-1.6	2	3	-7	8	-1.0
CC(C)CNC(=O)NC(=O)COc1ncnc2sccc12	6	103	5	4	-0.5	x	-2	-8	3	0.3
CCOc1ccccc1NC(=S)NCC1CCCO1 (stereo not drawn)	-5	89	-2	1	-2.5	-2	-8	-1	15	-0.3
CCOc1cc(/C=N/n2cnnc2)cc(Br)c1O	0	103	-3	x	-1.5	x	7	6	9	2.4
Cc1cc(-c2ccc(C)c(S(=O)(=O)NCC3CCN(Cc4ccccc4F)CC3)c2)on1	-8	105	-7	-3	0.3	1	-9	-2	-2	-0.1
O=C(NCCc1ccccc1)c1noc2c1CCc1ccccc1-2	12	82	-4	x	6.6	x	2	-15	-35	-1.7
COc1ccc(S(=O)(=O)N2CCCCCC2)cc1C(=O)NCc1ccccc1Cl	7	100	6	-6	-1.4	-2	-11	-8	9	0.6
Cc1ccc2c(c1)N(CCC(=O)NCCCOC(C)C)C(=O)C(C)O2 (stereo not drawn)	-5	x	-5	3	-0.8	1	0	0	4	-0.6
CC1(C)CC=CC(COC(=O)c2ccccc2C(=O)O)C1 (stereo not drawn)	-12	104	-1	-1	-4.5	2	-6	-4	20	-14
CC(=O)Nc1ccc(Nc2cc(N(C)C)c3nonc3c2[N+](=O)[O-])cc1	2	96	-3	5	-2.1	3	23	-9	9	0.0

(list continues)
SMILES	Arr AP2 block	DSG3 Ab inh	Keap1 Nrf2 FP	V-ATPase pH	OPRM1-OPRD1 ag	Wnt act	cardiac RTF act	RTF Ca sens inh	MOR-DOR inv ag	C-LANA FP
CCOc1ccc(CN2CCN(Cc3cn(CC)nc3C)CC2CCO)cc1 (stereo not drawn)	-12	98	2	0	8.3	-5	5	-2	-41	0.5
Cc1cc(C)cc(N(C(=O)Cc2cccs2)C(C(=O)NC2CCCCC2)c2ccccn2)c1 (stereo not drawn)	0	105	0	-2	1.5	x	-3	3	-7	0.0
CCOc1ccc2c(c1)S/C(=C\c1cccs1)C(=O)N2	29	81	-6	-106	1.4	-14	9	-16	-7	5.2
COC(=O)[C@@H]1C[C@@]2(O)[C@H](O)[C@H](O)[C@H](O)C[C@H]2N1Cc1ccccc1OS(=O)(=O)c1ccc(C)cc1	7	99	-7	-8	-1.1	4	-7	1	6	-0.5
COc1ccc2ccc(=O)oc2c1CC=C(C)C	7	103	-2	1	-1.9	1	6	-2	10	-0.2
Cc1ccc2cc(C#N)c(NCc3ccco3)nc2c1	11	110	-3	-1	0.8	x	6	-6	-4	1.3
CCC1(c2ccc(F)cc2)NC(=O)N(CC(=O)Nc2ccc(C(N)=O)cc2)C1=O (stereo not drawn)	28	x	-2	0	0.0	-3	-5	0	0	0.6
Cc1ccc(C(=O)OCC(=O)NC2CCCC2)cc1	-2	94	-5	0	-1.8	3	3	-9	9	0.1
COc1ccc(CNC(=O)COc2ccccc2C(=O)c2cnn(-c3ccccc3)c2)cc1OC	32	106	-6	-2	-1.0	-3	-1	-1	4	-2.3
Cc1cc(C)cc(N2C(=O)N(c3ccccc3C)C3CS(=O)(=O)CC32)c1 (stereo not drawn)	7	100	-1	-2	2.3	3	-7	-17	-14	0.4
CCCOc1ccc(N2CC(C(=O)Nc3ccc4c(c3)OCO4)CC2=O)cc1 (stereo not drawn)	0	105	-5	2	-0.2	-2	10	-7	1	-1.7
CCCn1c(SCC(=O)N2CCCCC2)nc2c1c(=O)n(C)c(=O)n2C	25	97	-3	1	-2.9	-1	-5	-13	18	-0.4
O=C(/C=C/Nc1ccccc1F)c1cccs1	4	x	-5	9	5.2	23	2	-16	-27	-1.2
COc1ccc(N(CC(=O)N2CCC(Cc3ccccc3)CC2)S(C)(=O)=O)cc1	4	102	4	3	-0.8	0	-4	-8	5	-1.7

This is a random part of the collection; overall some 3.1% were active at least once.
